Screening results from PubChem.
PLCg1 inh: inhibitors of human phospholipase C gamma1. actives 0.84% (n = 370,000). inhibition, % at 12.2 µM. purified PLC-gamma1, fluorogenic substrate, fluorescence. AID 720700; in the data active means inhibition above about 9.5%
MBD2 DNA inh: MBD2-methylated oligo binding inhibition; Q9UBB5; TR-FRET, MBD2 binding to methylated oligonucleotide; inhibition, % at 4.4 µM; actives 0.31% (n = 370,000); in the data active means inhibition above about 13%
Tn6 DDE FP: disrupts Tn6 cyclic peptide binding to fibrin D-Dimer-E complex; actives 0.21% (n = 370,000); P02675; Fibrin DD(E) TRITC-Tn6 fluorescence polarization displacement; inhibition, % at 8.3 µM;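 active means inhibition above a per-campaign cutoff: mean of compounds within control limits plus 3 SD, cut at about 15% in these data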;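 further: 0% = median of all compound wells on the plate and 100% = blocking peptide control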
Target sequence (P02675 whole entry, looked up): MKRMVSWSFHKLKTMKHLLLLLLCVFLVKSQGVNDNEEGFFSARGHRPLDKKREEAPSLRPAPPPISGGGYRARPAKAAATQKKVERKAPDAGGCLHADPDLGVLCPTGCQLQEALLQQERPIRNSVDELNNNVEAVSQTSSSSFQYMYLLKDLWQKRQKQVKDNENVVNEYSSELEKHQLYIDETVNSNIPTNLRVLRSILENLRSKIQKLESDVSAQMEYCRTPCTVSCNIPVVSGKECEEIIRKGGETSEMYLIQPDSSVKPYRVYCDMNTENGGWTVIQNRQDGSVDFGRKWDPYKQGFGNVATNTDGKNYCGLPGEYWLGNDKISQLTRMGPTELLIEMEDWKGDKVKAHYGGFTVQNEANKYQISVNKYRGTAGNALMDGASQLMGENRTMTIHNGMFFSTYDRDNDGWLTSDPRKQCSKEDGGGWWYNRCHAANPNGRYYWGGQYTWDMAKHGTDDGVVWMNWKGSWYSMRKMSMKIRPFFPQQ
ADAM17 inh: inhibits human ADAM17 | recombinant ADAM17, EDANS/DABCYL FRET peptide cleavage | P78536 | inhibition, % at 6.95 µM | actives 0.83% (n = 370,000);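 active means inhibition above the mean of compounds lying between control limits plus 3 SD, set per campaign, cut at about 8.5% in these data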;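 further: 0% = DMSO-only wells as the low control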
ASAP1 GAP inh: ASAP1 ArfGAP inhibition | ASAP1-stimulated ARF1 GTP hydrolysis, GDP FP detection | inhibition, % at 16.5 µM | actives 0.19% (n = 360,000) | AID 624377; in the data active means inhibition above about 25%;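 further: 0% = vehicle with enzyme and substrate and 100% = no enzyme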
proKLK7 act: proKLK7 (human) activation, primary screen | purified proKLK7, EDANS-DABCYL substrate fluorescence; 100% is mature enzyme control, 0% vehicle | actives 0.9% (n = 370,000) | P49862 | activation, % at 7 µM;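 active means activation above the mean of all tested compounds plus 3 SD, computed per campaign excluding outliers beyond control limits, cut at about 13% in these data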
Target sequence (P49862 whole entry, looked up): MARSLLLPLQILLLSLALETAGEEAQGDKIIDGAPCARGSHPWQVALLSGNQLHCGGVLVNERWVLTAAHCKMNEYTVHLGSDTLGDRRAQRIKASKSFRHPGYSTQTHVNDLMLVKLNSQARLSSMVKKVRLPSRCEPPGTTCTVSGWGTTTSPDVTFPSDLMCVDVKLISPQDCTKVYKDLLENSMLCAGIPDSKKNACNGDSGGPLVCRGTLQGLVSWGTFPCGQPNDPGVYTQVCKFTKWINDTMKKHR
Tn7 DDE FP: inhibitors of Tn7 peptide binding to human fibrin DD(E); FP displacement of FITC-Tn7 peptide from fibrin DD(E); 0% = median of compound wells per plate; inhibition, % at 8.3 µM; actives 0.13% (n = 370,000);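 active means inhibition above the mean of compounds falling within the control limits plus 3 SD of them, cut at about 14% in these data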;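 further: 0% = plate median of compound wells and 100% = 10 µM Aha-Tn7 peptide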
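Assay system: Fibrin-DD(E) protein isolated from polymerized human fibrin clots; read-out basis: percent inhibition; medium: Tris/NaCl/CaCl2 buffer, pH 7.8; signal: FP measurement; incubation: 10 min plus 3 h, room temperature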
ARFGAP1 inh: inhibitors of rat ARFGAP1; Q62848; inhibition, % at 16.5 µM; Arfgap1-stimulated ARF1 GTP hydrolysis, GDP FP detection; actives 0.26% (n = 360,000); AID 651572;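 active means inhibition above a per-plate limit, mean inhibition of low control wells plus 3 SD, cut at about 25% in these data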;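 further: 0% = DMSO wells with enzyme and 100% = wells lacking Arfgap1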
Target sequence (Q62848 1-136 limits assumed): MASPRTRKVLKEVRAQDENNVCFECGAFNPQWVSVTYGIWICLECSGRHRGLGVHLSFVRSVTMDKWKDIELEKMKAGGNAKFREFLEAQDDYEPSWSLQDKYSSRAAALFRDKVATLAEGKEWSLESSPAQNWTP
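Material – truncated rat Arfgap1 GAP domain · Buffer or medium – HEPES-based buffer, pH 7.5 · Reagent – human ARF1(Δ1-17)-GTP substrate · Dosing – 16.5 µM single point, 1.26% DMSO · Schedule – GTP hydrolysis reaction 2 h at 25 °C · Technique – GDP detection by fluorescence polarization · Benchmarks – No-Arfgap1 wells (100%) versus DMSO full-reaction wells (0%) · Repeats – single replicate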
PLCb3 inh: blocks human PLC-beta3 enzyme activity; Purified PLC-beta3, fluorogenic substrate, fluorescence; AID 720704; Q01970; inhibition, % at 12.2 µM; actives 0.18% (n = 370,000); in the data active means inhibition above about 11%;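 further: 0% = median of compound wells on plate and 100% = full blocker control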
UHRF1 MBD2 ctr: UHRF1 methyl-DNA binding inhibition | Q96T88 | UHRF1 binding to methylated oligo, TR-FRET | inhibition, % at 4.4 µM | actives 0.75% (n = 370,000) | AID 687016; in the data active means inhibition above about 21%;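 further: UHRF1 SRA domain binding a hemimethylated CpG hairpin DNA probe; 0% = median of test compound wells and 100% = reference inhibitor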
* hit, by the source's call.

Screens in order: PLCg1 inh, MBD2 DNA inh, Tn6 DDE FP, ADAM17 inh, ASAP1 GAP inh, proKLK7 act, Tn7 DDE FP, ARFGAP1 inh, PLCb3 inh, UHRF1 MBD2 ctr
Cc1ccc(S(=O)(=O)c2cn(CC(=O)Nc3ccccc3)c3ccc(F)cc3c2=O)cc1
 : -4, 3, -3, -5, -3, 0.2, -3, 20, -2, 0
CCn1c(CNc2ccc(F)cc2)nnc1SCC(=O)Nc1ccc(OC)cc1OC
 : 1, -4, 1, 4, 3, -0.3, 4, 9, 3, -1
O=C(CSc1nnc(-c2cccnc2)n1Cc1ccco1)c1ccc(Cl)c(Cl)c1
 : -3, -2, 10, 4, -13, -0.2, -5, -3, -10, -3
CC(CC(=O)O)CC(=O)Nc1cc([N+](=O)[O-])ccc1O (configuration not stated)
 : 1, -4, 3, 1, 9, -0.4, 0, 20, -26, 1
N/C(=N\OC(=O)/C=C/c1ccccc1Cl)c1ccccn1
 : -5, 1, 0, 0, 1, -0.5, -4, 7, -7, -3
Cn1c(=O)c2c(nc(CN3CCOCC3)n2Cc2ccccc2)n(C)c1=O
 : 0, -2, 9, -2, -3, 0.0, 9, -3, -3, 0
COCCN(CC(=O)Nc1cccc(C)c1C)C(=O)C1(c2ccc(Cl)cc2)CCC1
 : 2, 1, -6, -5, 9, 0.1, 8, -7, 0, -2
O=C(Nc1ccc(N2CCOCC2)nc1)c1ccc(C(F)(F)F)cc1
 : 0, -5, 7, -3, 2, -1.0, 3, 4, 1, 0
COc1ccc(NC(=O)CCNC(=O)c2ccco2)cc1OC
 : 1, -5, 9, -2, 8, -0.1, 2, -5, -5, -4
O=C(CNC(=O)c1ccccc1)NCC1COc2ccccc2O1 (configuration not stated)
 : 2, -4, -7, -2, -1, 0.7, -2, 4, 0, -1
COc1ccc(N(C)S(=O)(=O)c2cccc(C(=O)NCC3CCCO3)c2)cc1 (configuration not stated)
 : 0, 3, 2, -6, 5, 0.7, 5, 12, -2, 1
Cc1ccc(C(=O)CSc2nc(C)cc(SCc3nnc(-c4ccccc4)o3)n2)cc1
 : -1, 6, 2, -11, 8, 0.6, -3, 8, -1, -1
Cc1ccc(CSCC(=O)N(C)CC(=O)Nc2c(Cl)cccc2Cl)cc1
 : 1, 4, -4, 2, 7, -0.4, 2, 2, 1, -1
COc1cc(/C=C2/C(=N)N3C=CSC3=NC2=O)ccc1OCCCOc1ccccc1C
 : -43, -4, -1, -45, -7, 5.0, 6, 0, -53, 2
CCC1(CC)C(=O)C2=C3C1[C@H](C(=O)OC)C=C(C(=O)OC)C[C@H]3[C@H]1C(=O)NC(=O)[C@H]1[C@H]2C (some centres not stated)
 : -3, 4, 3, -3, 14, 0.5, 9, 8, -4, -1
CCc1cccc(C)c1NC(=O)CSc1nnc(-c2ccco2)n1N
 : 3, 1, -2, 2, 3, -0.9, -7, 7, 2, 1
CN(CC(=O)Nc1ccc(N2CCOCC2)cc1)CC(=O)Nc1ccc([N+](=O)[O-])cc1Br
 : 5, -4, -6, 0, 14, 0.7, -1, 6, 3, -5
CCc1ccc(-c2nc(CSCC(=O)N3CCN(c4ncccn4)CC3)c(C)o2)cc1
 : 1, 2, 0, -1, 12, -0.1, -1, 2, 2, 1
COc1ccc(NC(=O)c2[nH]ncc2[N+](=O)[O-])cc1
 : 2, -5, 0, -1, 1, 0.2, -10, 8, -4, 0
CCCCOc1ccc(N2C(N)=NC(N)=NC23CCCCC3)cc1
 : 7, 2, 8, 1, 6, -0.5, 6, -9, -3, 0

2 entries drawn at random from those above:
Screens in order: PLCg1 inh, MBD2 DNA inh, Tn6 DDE FP, ADAM17 inh, ASAP1 GAP inh, proKLK7 act, Tn7 DDE FP, ARFGAP1 inh, PLCb3 inh, UHRF1 MBD2 ctr
CCn1c(CNc2ccc(F)cc2)nnc1SCC(=O)Nc1ccc(OC)cc1OC
 : 1, -4, 1, 4, 3, -0.3, 4, 9, 3, -1
N/C(=N\OC(=O)/C=C/c1ccccc1Cl)c1ccccn1
 : -5, 1, 0, 0, 1, -0.5, -4, 7, -7, -3

(listing goes on)
Screens in order: PLCg1 inh, MBD2 DNA inh, Tn6 DDE FP, ADAM17 inh, ASAP1 GAP inh, proKLK7 act, Tn7 DDE FP, ARFGAP1 inh, PLCb3 inh, UHRF1 MBD2 ctr
NC(=O)CCn1cnc2ccccc21
 : 2, -1, 0, 2, -10, 0.2, -2, -1, -7, 2
COC(=O)CN1C(=O)N/C(=C/c2ccc(C)o2)C1=O
 : -24, -2, 6, -8, 6, 3.1, -3, -9, -30, -2
Cc1cccc(C)c1N1CCN(S(=O)(=O)N(C)C)CC1
 : -3, -4, 6, -6, 5, -0.1, 3, -3, -4, 2
COc1ccc(N(CC(=O)NCc2ccco2)C(=O)CNS(=O)(=O)c2ccc(Cl)cc2)cc1
 : 5, -1, 2, 1, 5, 0.5, -2, 7, 0, 6
CCOC(=O)[C@]12CCC=C1N(Cc1ccccc1)C(=O)[C@H](CC(=O)NCc1cccc3ccccc13)C2
 : -2, 2, -6, -2, 4, -0.2, -9, 7, 0, -1
Cc1cc(C)cc(Cn2cc(CN3CC(N4CCN(CCN(C)C)CC4)CS3(=O)=O)nn2)c1 (configuration not stated)
 : -1, 9, 5, -4, 9, -0.2, 0, -8, 0, 18
CCN(C(=S)Nc1cccnc1)c1cccc2ccccc12
 : -60, -4, 1, -34, -3, -110, -4, -8, -98, -1
C=C(C)C1CC=C(C)/C(=N/NC(=O)CCC(=O)Nc2ccccc2Cl)C1 (configuration not stated)
 : -1, 1, 8, 0, 3, -0.2, -5, -7, -5, 0
O=C(C1CCCCC1)N1C[C@@H](O)[C@H](n2cc(-c3ccc(F)cc3)nn2)C[C@@H]1c1ccc(Cl)cc1
 : 2, -1, -5, 4, 8, 0.5, -2, -5, 6, -3
CSc1ccc(C2C(C(=O)c3ccco3)=C(O)C(=O)N2c2nnc(SC)s2)cc1 (configuration not stated)
 : -181, -13, 3, -2, -13, 0.8, 26*, -22, -307, -13
CCc1ccc2[nH]c3nc(SCC(=O)NCC4CCCO4)nnc3c2c1 (configuration not stated)
 : 5, -1, -3, -3, 8, 0.1, -2, -2, -3, 0
O=C(C1CCCN(C2CC(=O)N(c3ccc(F)cc3)C2=O)C1)N1CCCC1 (configuration not stated)
 : 4, -3, -5, 2, 6, 0.0, -7, 1, -3, -1
C=CC[C@H](CC(=O)NCCO)C(=O)N[C@@H](COC(=O)[C@@H](CC=C)Cc1ccc(F)cc1)Cc1c[nH]c2ccccc12
 : 1, -5, -2, 1, 6, 0.4, 6, 5, 0, -3
COc1ccc(NC(=O)NN2CCOCC2)cc1OC
 : -1, -1, 1, -4, 20, 0.3, 2, 8, -2, 0
COCCNC(=O)c1cn(C)c2ccccc2c1=O
 : 0, 1, -6, -6, -18, 0.9, 11, 2, -5, 2
COc1ccccc1/C=C/C(=O)OCC(=O)c1c(N)n(C)c(=O)n(C)c1=O
 : -3, -5, -4, -3, 8, -0.5, -6, 6, -2, -3
Cc1cc(C)c(S(=O)(=O)Nc2cccc(S(=O)(=O)N3CCOCC3)c2)c(C)c1
 : 7, -1, 8, 7, -4, -0.3, -3, 14, 0, 4
COc1cccc(C(=O)Nc2cccc(OC(C)=O)c2)c1
 : -1, 0, 9, -4, -2, 0.0, -1, -5, -1, 3
CCN(CC)S(=O)(=O)c1ccc(N2CCOCC2)c(NC(=O)c2nn(C(C)C)c(=O)c3ccccc23)c1
 : 2, 0, 9, -2, -9, -0.5, -5, -1, -1, 0
CS(=O)(=O)N(CC(=O)NCc1ccc2c(c1)OCO2)Cc1ccc(Cl)cc1
 : 0, 1, 5, -5, 3, -0.5, 8, 5, 0, 0

3 successive records from above, quoted:
Screens in order: PLCg1 inh, MBD2 DNA inh, Tn6 DDE FP, ADAM17 inh, ASAP1 GAP inh, proKLK7 act, Tn7 DDE FP, ARFGAP1 inh, PLCb3 inh, UHRF1 MBD2 ctr
CCc1ccc2[nH]c3nc(SCC(=O)NCC4CCCO4)nnc3c2c1 (configuration not stated)
 : 5, -1, -3, -3, 8, 0.1, -2, -2, -3, 0
O=C(C1CCCN(C2CC(=O)N(c3ccc(F)cc3)C2=O)C1)N1CCCC1 (configuration not stated)
 : 4, -3, -5, 2, 6, 0.0, -7, 1, -3, -1
C=CC[C@H](CC(=O)NCCO)C(=O)N[C@@H](COC(=O)[C@@H](CC=C)Cc1ccc(F)cc1)Cc1c[nH]c2ccccc12
 : 1, -5, -2, 1, 6, 0.4, 6, 5, 0, -3

Next structures.
Screens in order: PLCg1 inh, MBD2 DNA inh, Tn6 DDE FP, ADAM17 inh, ASAP1 GAP inh, proKLK7 act, Tn7 DDE FP, ARFGAP1 inh, PLCb3 inh, UHRF1 MBD2 ctr
Cc1ccc(C)c(S(=O)(=O)N2CCN(C(=O)Cc3ccc(S(=O)(=O)N4CCOCC4)s3)CC2)c1
 : 3, -2, 12, -2, 5, 0.6, -10, -6, 1, -1
Cc1cc(C)c2sc(N)nc2c1
 : 1, 6, 7, -9, -11, 0.7, 8, 14, -7, 3
O=C(Nc1ccccc1Cl)N1CCN(c2ccc3nncn3n2)CC1
 : 0, -5, -12, 0, 6, 0.0, -4, -1, -1, -2
CC(=O)Oc1ccccc1N(C(C)=O)S(=O)(=O)c1ccc(C)cc1
 : 1, 2, 6, -2, -6, 0.1, 0, -7, 4, -3
CC(C)(C)c1ccc(COn2c(=O)c(-c3ccco3)[n+]([O-])c3ccccc32)cc1
 : -12, 4, 0, -6, -1, -1.9, 0, 3, -16, 0
CN(C)S(=O)(=O)c1ccc(C(=O)Nc2cccc(C(=O)O)c2)cc1
 : 0, -5, 8, 0, 8, -0.2, 7, -10, 3, 1
COC(=O)C1=C(CS(=O)(=O)c2ccc(OC)c(OC)c2)NC(=O)NC1c1ccc(O)c(OC)c1 (configuration not stated)
 : -2, -3, 7, 0, -2, -1.1, 2, -6, -4, -1
COC(=O)[C@@]1(Cc2ccc(OC)cc2)[C@H]2c3cc(C(=O)N4CCCC4)n(CCO)c3C[C@H]2CN1C(=O)c1ccccc1
 : -1, -1, -1, 0, -4, 0.5, -6, 2, -6, 2
COc1ccc(CN2CCNC(=O)C2CC(=O)NCCCn2cccn2)c(OC)c1 (configuration not stated)
 : -4, 1, 8, -4, 0, 0.0, 6, 0, -1, -1
O=c1[nH]c(=O)n(C2CC(O)C(CO)O2)cc1I (configuration not stated)
 : 4, 6, -6, -3, -2, -0.5, -12, 4, -1, -1
CC(C)=C(NC(=O)c1ccccc1)C(=O)NC(Cc1ccccc1)C(=O)O (configuration not stated)
 : -1, 1, 8, -1, -1, 0.7, 6, 14, -6, -2
CC1CCN(C(c2ccc(N(C)C)cc2)c2nnnn2C(C)(C)C)CC1 (configuration not stated)
 : -10, 0, -2, -2, 13, -0.8, 0, -6, -6, 5
